yeast rad50 – NCI yeast anticancer drug screen, S. cerevisiae rad50 strain | growth inhibition, % at 50 µM | 79,000 tested, 10% active;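 further: 0% = growth of vehicle-only cultures of the same strain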
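A DNA repair-deficient yeast mutant serves as the test organism; compound-induced growth inhibition is calculated against vehicle-treated cells.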
mec2-1 – NCI yeast anticancer drug screen, S. cerevisiae mec2-1 strain; % growth inhibition at 50 µM; 79,000 tested, 9% active; AID 157;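 further: 0% = growth of vehicle-only cultures of the same strain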
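Strain: mec2-1 (DNA repair/cell cycle alteration). Compound exposure, then growth measured; inhibition expressed relative to vehicle.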
yeast cln2 rad14 – NCI yeast anticancer drug screen, S. cerevisiae cln2 rad14 strain; % growth inhibition at 50 µM; 78,000 tested, 8.3% active; AID 165;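 further: 0% = growth of vehicle-only cultures of the same strain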
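Strain: cln2 rad14 yeast, altered in cell cycle control and DNA damage repair. Read-out: growth inhibition vs vehicle.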
sgs1 mgt1 – NCI yeast anticancer drug screen, S. cerevisiae sgs1 mgt1 strain; growth inhibition, % at 50 µM; 78,000 tested, 10% active;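 further: 0% = growth of vehicle-only cultures of the same strain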
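Growth of a repair-deficient yeast mutant was monitored after compound treatment and expressed as inhibition relative to vehicle-treated cultures.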
yeast mlh1 rad18 – NCI yeast anticancer drug screen, S. cerevisiae mlh1 rad18 strain | AID 175 | growth inhibition, % at 50 µM | 79,000 tested, 11% active;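 further: 0% = growth of vehicle-only cultures of the same strain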
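Genetically defined yeast (DNA repair-deficient) exposed to compounds; growth inhibition determined relative to vehicle.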
bub3 – NCI yeast anticancer drug screen, S. cerevisiae bub3 mutant strain; growth inhibition, % at 50 µM; 78,000 tested, 9.9% active;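 further: 0% = growth of vehicle-only cultures of the same strain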
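Growth of a checkpoint-deficient yeast mutant is measured after compound exposure. Values represent inhibition relative to vehicle.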
Numbers without * were called inactive; nt = no result given; & = joins results of further samples. No stated cut-off is given here; in the data, active means growth inhibition above about 70%; inactive means the rest.

Structure	yeast cln2 rad14	sgs1 mgt1	bub3	mec2-1	yeast mlh1 rad18	yeast rad50
CCc1nc(N)nc(N)c1-c1ccc2c(c1)nnn2CCc1ccccc1	11	4	5	0	16	11
COC(=O)c1cc2ccc(OC(C)=O)c(OC(C)=O)c2cn1	9	6	3	-20	20	20
O=C(c1cccs1)c1ccc2ccccc2c1C(=O)O	4	-1	59	-11	5	-7
CN(C)N=Nc1ccc([N+](=O)[O-])cc1	-6	-18	-13	-24	-25	5
c1ccc(-c2sc(-c3cccs3)cc2Cc2cccs2)cc1	-1	-26	-4	-36	-22	-41
CC1(C)C[C@@H]2C1CCC1(C)CC2(O)CC[C@H]1O (stereo partly drawn)	14	-25	2	-35	-18	-24
O=C(CC(C(=O)O)N1CCOCC1)c1ccccc1 (stereo not drawn)	-16	3	21	12	48	49
CNC(=S)SSSC(=S)NC	3	2	-10	-2	6	13
OCCN1CCCCC1	2	-2	-2	-9	1	-10
C[N+](C)(C)CCOC(=O)C(c1ccccc1)c1ccccc1	-54	24	-1	-11	-5	-1
COc1ccc(/C=C2\C(=O)N(C(=O)c3ccc(NC(C)=O)cc3)N=C2C)cc1OC	33	-11	20	-6	-14	12
CC(=O)/C(=C/n1ccc(=O)[nH]c1=S)C(=O)Nc1ccc(Cl)cc1	12	5	-20	-8	3	-32
NCCC(N)C(=O)O (stereo not drawn)	11	-22	-22	1	3	-17
CCCCCCC(C)(O)C(C)O (stereo not drawn)	15	24	12	8	9	28
N#CCN1CCCCCC1	4	-17	-14	-20	10	-15
COC(=O)C1CCC2C3CCCCC3CCC2C1(C)C(=O)OC (stereo not drawn)	-28	-5	6	2	2	-8
Cc1ccccc1C[N+](C)(C)CCO	-17	1	45	-8	17	-8
O=C1CC(C(O)(C(F)(F)F)C(F)(F)Cl)CCC1C(O)(C(F)(F)F)C(F)(F)Cl (stereo not drawn)	99*	99*	99*	100*	99*	99*
CCCCCCCCCCCCCCCCCC(=O)OCCCC	-20	-20	0	-10	-22	6
CNc1ccn(C2OC(CO)C(O)C2SC(C)(C)C)c(=O)n1 (stereo not drawn)	9	14	0	0	29	6
CC(C)c1ccc(C(=O)OCC2CCCO2)cc1 (stereo not drawn)	-14	6	-5	13	4	8
CCOC(=O)C1OC(=O)CC1C1(C(=O)OCC)C=CC(=O)O1 (stereo not drawn)	6	-38	-48	-23	-53	-66
CCCCCCCCCCCC1=NCC(C)O1 (stereo not drawn)	53	-28	-25	-29	-18	-17
O=C(O)c1ccc([N+](=O)[O-])cc1S(=O)(=O)O	-23	-24	-8	-7	-5	-22
OC1(Cc2ccccn2)CCCc2ccccc21 (stereo not drawn)	-15	-2	-8	10	5	8
O=C(Nc1ccc(Cl)c(Cl)c1)C(Cl)Cl	30	51	39	15	10	24
COC(=O)C1=COC(C)C2CN3CCc4c([nH]c5ccccc45)C3CC12 (stereo not drawn)	5&-58&7&-1	23&13&-16&-20	-9&9&-2&-44	20&14&-9&-36	14&-5&-33&-48	11&-7&2&-10
COc1cccc(CNc2ccc(SC)cc2)c1OC	nt	nt	nt	13	19	10
Cc1cnccc1N=Nc1ccc(N(C)C)cc1	34	66	89*	31	36	82*
CCOc1c(N=Nc2ccccc2)c(C)nn1C(N)=S	-41	10	0	-25	3	-56
COC(=O)C1(Cc2ccccc2)Cc2ccccc2C1	20	36	55	36	12	25
C=C1N(c2cc3ccccc3o2)C(=O)OC12CCCCC2	9	-8	-3	-2	19	-38
C/C=C/C1OCC(CCl)O1 (stereo not drawn)	-10	-5	-2	-19	2	-9
O=C(N/N=C\c1ccc(O)cc1O)c1ccco1	9	12	18	22	18	6
Cc1ccc(CNc2ccc(C)cc2)cc1	nt	nt	nt	8	22	24
Nc1sccc1/C=C1\CCOC1=O	4	-15	6	6	-8	4
COc1ccc2c(c1OC)C(Cc1ccccc1)[N+]1(C)CCc3cc4c(cc3C1C2)OCO4 (stereo not drawn)	14	10	1	-13	-27	-37
NC(=S)NS(=O)(=O)c1ccc(N)cc1	4	-6	-16	-38	8	-25
CCCCCCCCCCC1OCC(CC)([N+](=O)[O-])CO1 (stereo not drawn)	-46	18	9	-28	-11	10
O=[N+]([O-])c1ccc2c(c1)=N/C(=N\c1nc(O)c(O)[nH]1)N=2	nt	nt	nt	-30	-30	-18
CCNC(=O)c1ccccc1S(C)=O (stereo not drawn)	-8	-18	-9	-19	-20	-19
COc1nc(Cl)nc(Cl)c1Cl (tested in a mixture with another compound)	-10	-1	51	17	14	22
O=C(CCOP(=O)(NCCCl)NCCCl)c1ccccc1	7	0	-12	-15	24	5
Cc1ccccc1Cc1nccc2c1[nH]c1ccccc12	-30	-9	-8	-15&-12	50&-17	-1&-3
O=c1[nH]c2cc(Cl)ccc2nc1/C(=N\O)C(O)c1cccc([N+](=O)[O-])c1 (stereo not drawn)	12	-8	-5	-10	-13	7
CC1CC(C)(C)OC(C)(C)O1 (stereo not drawn)	-43&-21	-6&-2	7&-2	-16&-1	15&14	-9&11
CC(=O)CC(=O)Nc1ccc2ccccc2c1	-36	-8	-38	-12	-15	-2
CC1SC2(C(=O)Nc3ccc([N+](=O)[O-])cc32)N(c2ccc(Cl)cc2)C1=O (stereo not drawn)	82*	79*	96*	96*	94*	96*
O=C1C(c2ccccc2)=C2c3ccccc3-c3ccccc3C2(O)C1c1ccccc1 (stereo not drawn)	91*	94*	91*	95*	94*	92*
CCCNc1nc2c(c(=O)n1-c1ccccc1)C=C(C(=O)OC)CCN2S(=O)(=O)c1ccc(C)cc1	-10	-1	-2	-3	24	1
OCC(CO)CC1COc2ccccc2O1 (stereo not drawn)	4	-9	-1	-11	-3	-13
COc1ccccc1OC(=O)Nc1ccc(S(=O)(=O)NC2CCCCC2)cc1	2	0	-6	-11	-2	12
CCCCCCCCc1cc(Cl)c(O)c(Cl)c1	100*	99*	99*	100*	99*	99*
CCc1onc(-c2noc(CC)c2C)c1C	-9	0	-2	6	12	-5
CC(=O)Oc1ccc(N(CCO)CCO)cc1OC(C)=O	-10	-11	-3	8	1	-8
Cc1cc2c3ccccc3n(C)c2c2c1C(=O)c1ccccc1C2=O	5	3	17	28	11	16
Cc1ccc(O)c(C(=O)c2ccc(Cl)c(Cl)c2)c1	-1	54	58	14	11	8
CC/S(=N\S(=O)(=O)c1ccc(C)cc1)c1ccccc1 (stereo not drawn)	-11	2	1	10	-12	7
COc1ccc(C(=O)Nc2ccccc2)cc1	6	0	-1	9	-5	7
O=c1[nH]c2ccccc2nc1/C=C(\O)C(F)F	-5	-45	-22	-3	-8	-9

Remaining list, next part:
Structure	yeast cln2 rad14	sgs1 mgt1	bub3	mec2-1	yeast mlh1 rad18	yeast rad50
COc1ccc(C)cc1NC(=S)NC(=O)c1cccc([N+](=O)[O-])c1	-2	4	20	5	0	2
O=C(OC1OC(COCc2ccccc2)C(OCc2ccccc2)C1OCc1ccccc1)c1ccc([N+](=O)[O-])cc1 (stereo not drawn)	-26	16	-5	-12	-1	25
CCC(=O)c1cccc2ccccc12	46	20	-5	19	-15	15
O=C1C(=O)c2cc([N+](=O)[O-])ccc2-c2ccccc21	96*	96*	98*	96*	98*	99*
Cn1cc(S(=O)(=O)NC(=O)Nc2ccc(Cl)cc2)c(=O)c2ccc(Cl)cc21	-18	23	33	21	9	22
c1ccc(CSc2nn[nH]n2)cc1	-10	-1	-2	-8	-5	-5
COc1cccc2c1N=c1c(Cl)c3c(c(Cl)c1O2)=Nc1c(OC)cccc1O3	-14	0	-8	-1	-20	-18
Oc1ccc(C2N(C3CCCCC3)C(c3ccc(O)cc3)N(C3CCCCC3)C(c3ccc(O)cc3)N2C2CCCCC2)cc1 (stereo not drawn)	63	61	34	37	24	51
Cc1c(C)c(C(C)O)c(C)c(C(C)O)c1C (stereo not drawn)	22	18	12	6	19	5
C=C(C)CC(=O)O.CC(=O)[CH-]C(C)=O.CC(=O)[CH-]C(C)=O.CC(=O)[CH-]C(C)=O.[Zn+2].[Zn]	7	16	-1	11	21	30
COC(=O)c1ccccc1NC(=O)c1ccccc1C(=O)O	-7	35	28	41	37	6
C=CCCC(=O)CC(=O)OCc1ccccc1	8	-1	-37	-31	16	-7
CC1Cc2ccccc2O1 (stereo not drawn)	-2	-4	3	0	11	3
NNC(=O)OCc1ccccc1	-23	4	-5	-23	3	-1
CCOC(=O)/C(C)=C1\N=C(c2ccccc2)OC(=NC2CCCCC2)N1C1CCCCC1	18	0	-5	-5	8	10
O=C(O)CCc1ccccc1C(=O)O	-10	-2	-10	-20	10	20
[B]C(=O)NC(CC(C)C)C(=O)NCC(=O)NC1c2ccsc2C(=O)C1O (stereo not drawn) (tested in a mixture with another compound)	-8	-24	0	4	2	-24
Cc1cccc(NN)c1	30	7	23	32	33	60
N#C/C(=C\C1CC(Br)CCC1O)C1CCC([N+](=O)[O-])CC1 (stereo not drawn)	10	21	48	12	12	17
O=c1[nH]c2cc3[nH]c(=O)c(=O)c3cc2c1=O	7	0	11	4	2	11
CCOC(=O)c1cnc2[nH]ccn2c1=O	10	-4	-7	-43	-9	-27
Cc1cnc(NCCCCCCNc2ncc(C)c(-c3ccccc3O)n2)nc1-c1ccccc1O	4	-26	0	-5	4	13
COc1ccc(C(=O)c2cc(OC)c(OC)c(OC)c2)cc1OC	0	-14	7	-27	-10	-22
N=C(N)c1ccncc1	-32	8	5	6	-2	-1
Cc1occc1C(=S)Nc1ccc(Cl)c(C(=O)OCC(C)C)c1	58	59	57	55	41	61
CC(=O)Nc1cc(Cl)cc2c1[nH]c(=O)c1ccccc12	-7	-2	9	5	1	10
CCOC(=O)NC(Nc1ccc(S(=O)(=O)Nc2ncccn2)cc1)(C(=O)OCC)C(F)(F)F (stereo not drawn)	32	11	17	-19	2	-1
O=[N+]([O-])c1ccc(N/N=C/c2ccccc2)cc1	22	-15	-13	-1	-6	-2
COc1ccc(/C=C/c2cc(OC)cc(=O)o2)cc1	23	27	12	11	29	19
CC(=O)OCC1OC(n2c(-c3ccccc3)c(N=Nc3ccc(C)cc3)c(C)c(C#N)c2=S)C(OC(C)=O)C(OC(C)=O)C1OC(C)=O (stereo not drawn)	4	-23	-5	-25	1	-23
CC(=O)c1c(-c2ccccc2)noc1C	-37	-8	-13	-7	-1	7
COc1ccc2ncc(COC(=O)NC3CCCCC3)c(COC(=O)NC3CCCCC3)c2c1	-1	24	-4	-2	22	37
S=C(N/N=C/c1ccccc1)Nc1ccc(Oc2ccc(NC(=S)N/N=C/c3ccccc3)cc2)cc1	22	2	13	14	1	11
CCCCCOC(=S)S.[Ag]	13	-2	-16	-15	-8	-6
CCOC(=O)c1nc(-c2ccccc2)oc1OCC	12	22	27	16	2	9
Cc1ccc(N=Nc2ccc(O)c(CN(C)C)c2)cc1	-40	-24	18	-9	-17	-15
CCOC(=O)C(C#N)=C1CC(C)OC(C)C1 (stereo not drawn)	-34	6	17	1	4	12
c1ccc(-c2nc3c(N4CCOCC4)ncnc3o2)cc1	-3	8	-5	-5	3	-3
[N-]=[N+]=NC1=NNC2(C(=O)N1)c1ccccc1-c1ccccc12	-6	-23	-30	-18	-19	-6
COc1cccc(C=O)c1[O-].COc1cccc(C=O)c1[O-].[Zn+2]	32	57	12	18	66	52

A different layout for some results above.
> CCCCCOC(=S)S.[Ag]
  yeast cln2 rad14 = 13
  sgs1 mgt1 = -2
  bub3 = -16
  mec2-1 = -15
  yeast mlh1 rad18 = -8
  yeast rad50 = -6

> S=C(N/N=C/c1ccccc1)Nc1ccc(Oc2ccc(NC(=S)N/N=C/c3ccccc3)cc2)cc1
  yeast cln2 rad14 = 22
  sgs1 mgt1 = 2
  bub3 = 13
  mec2-1 = 14
  yeast mlh1 rad18 = 1
  yeast rad50 = 11

> Cc1ccc(N=Nc2ccc(O)c(CN(C)C)c2)cc1
  yeast cln2 rad14 = -40
  sgs1 mgt1 = -24
  bub3 = 18
  mec2-1 = -9
  yeast mlh1 rad18 = -17
  yeast rad50 = -15

A few values from the entries so far:
c1ccc(CSc2nn[nH]n2)cc1 @ yeast cln2 rad14 = -10
COC(=O)c1cc2ccc(OC(C)=O)c(OC(C)=O)c2cn1 @ bub3 = 3
COc1ccc(C)cc1NC(=S)NC(=O)c1cccc([N+](=O)[O-])c1 @ yeast cln2 rad14 = -2
Nc1sccc1/C=C1\CCOC1=O @ yeast mlh1 rad18 = -8
CCCCCOC(=S)S.[Ag] @ yeast rad50 = -6
O=c1[nH]c2ccccc2nc1/C=C(\O)C(F)F @ bub3 = -22

Screening data (PubChem)
